pAkt inh: Akt phosphorylation inhibition. Neuro2A IGF-stimulated pAkt S473 HTRF, 20 min; hits give low values. activity change, % for hits at 50 µM. 360,000 compounds, 0.32% hits. AID 651550; in the data active = activity change below about -80%; inconclusive = mostly about -51% to -80%; note: % is set by controls: 0 for no effect and ±100 for the full control effect
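Neuro2A cells in DMEM with 0.5% FBS, overnight at 37 deg C, given compound at single 50 µM final, then IGF (6 nM final) for 20 min at 37 deg C. Lysed; phospho-Akt Ser473 by HTRF after 24 h, 665/615 ratio.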
Nrf2 block: Nrf2 pathway inhibition; 360,000 compounds, 2.1% hits; Potency, µM (top dose mostly 46 µM), for inactives: top-dose activity change, negative = inhibition, most hits filed as inhibitors; A549 ARE-Fluc reporter, luciferase luminescence, 18-24 h; note: potency is the fitted concentration of half-maximal effect; % is set by controls: 0 for no effect and ±100 for the full control effect; nearly all actives have a fitted effect of over 60% in size
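Cells were seeded and rested 2 h, then exposed to compounds for 18-24 h. CellTiter-Fluor was read first as a viability measure. BugLite was added 15 min before the final luminescent read of ARE-luciferase activity in A549 cells.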
Nrf2 ARE act: activators of Nrf2 (ARE) signaling. AID 624171. Potency, µM (titrated, usually from 46.1 µM), without a hit: top-dose activation, most hits filed as activators. 410,000 compounds, 0.31% hits. AREc32 ARE-luciferase reporter (MCF7-derived line), luminescence, 24 h; note: potency is the fitted concentration of half-maximal effect; % of control where 0% means no effect; nearly all actives have a fitted effect of over 65% in size
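ARE activation measured as luciferase luminescence (Steady-Glo, 30 min RT) in AREc32_Fluc cells after 24 hr compound exposure at 37 deg C, 5% CO2; cells seeded overnight at 1000/well in OPTI-MEM, 5% FBS.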
Mm-Cpn inhibitor: blocks the Methanococcus maripaludis chaperonin Mm-Cpn; purified Mm-Cpn ATPase, ADP Transcreener TR-FRET; 330,000 compounds, 0.031% hits; Potency, µM (highest dose often 76.9 µM), for the others: at the highest dose activity, negative = inhibition, actives largely listed as inhibitors; note: potency is the fitted concentration of half-maximal effect; % is set by controls: 0 for no effect and ±100 for the full control effect; nearly all actives have a fitted effect of over 80% in size
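Purified archaeal Mm-CPN (25nM final) preincubated 10 min at 37degC with compound, then 10uM ATP for 30 min at 37degC; ADP measured by HTRF Transcreener TR-FRET; buffer 30 mM TRIS pH 7.4, 100mM KCl, 5mM MgCl2, 1mM DTT.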
TGFb SMAD3 inh: inhibitors of TGF-b signaling; HepG2 CAGA-GFP TGF-b/SMAD3 reporter, GFP fluorescence, 18 h; TGF-beta stimulated, 500 pg/mL final; Potency, µM (doses to about 46.1 µM), without a hit: at the top dose activity, negative = inhibition, usual class: inhibitors; 410,000 compounds, 1.2% hits; AID 588855; note: potency is the fitted concentration of half-maximal effect; % is set by controls: 0 for no effect and ±100 for the full control effect; nearly all actives have a fitted effect of over 65% in size
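Smad-responsive CAGA-GFP expression was quantified in HEPG2 cells exposed to compounds and 500 pg/mL final TGF-beta for 18 h at 37 degrees C; unstimulated wells defined full inhibition.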
ATXN viability: cell viability loss in ATXN counter-screen; S2 cells (HEK-293 line with an ATXN2-luciferase reporter) viability, CellTiter-Fluor protease fluorescence, 24 h; Potency, µM (highest dose often 56.7 µM), most hits filed as cytotoxic; 400,000 compounds, 0.49% hits; note: potency is the fitted concentration of half-maximal effect; nearly all actives have a fitted effect of over 40% in size
HepG2 tox: counter-screen for TGF-b inhibitors: cytotoxicity in HepG2 cells; AID 588856; HepG2 CAGA-GFP viability, ATP luminescence, 18 h; Potency, µM (series often up to 46.1 µM), without a hit: at the highest dose activity change, negative = cytotoxicity, hits mostly cytotoxic; 410,000 compounds, 0.76% hits; note: potency is the fitted concentration of half-maximal effect; some results filed as inactive show a strong effect at the top dose
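HepG2 CAGA-GFP cells (1000/well, DMEM with 1% FBS) received compound, then TGF-beta at 500 pg/mL final, and were incubated 18 hours at 37 degrees C. Viability was read by CellTiter-Glo luminescence. Media-only wells were set as complete cell-killing and DMSO as no toxicity.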
CCT chaperon mod: changes cytosolic chaperonin activity | activity change, % (test concentration not listed), hits read low | 360,000 compounds, 0.3% hits | purified chaperonin ATPase assay, HTRF ADP detection, 30 min; in the data active = activity change below about -30%; note: % is set by controls: 0 for no effect and ±100 for the full control effect
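Nucleotide hydrolysis assay: TRiC at 20–40 nM final (set by batch activity) with 10 uM ATP, 30 min at 37 °C, in presence of 76 uM compound. Detection by competitive ADP HTRF, 30 min ambient.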
A549 viability: counter-screen for Nrf2 inhibitors: cytotoxicity in A549 cells. AID 504648. A549 ARE-Fluc cells, CellTiter-Fluor viability, 18-24 h. 390,000 compounds, 0.16% hits. Potency, µM (highest dose often 46 µM), without a hit: top-dose activity change, negative = cytotoxicity, actives largely listed as inhibitors; note: potency is the fitted concentration of half-maximal effect; % is set by controls: 0 for no effect and ±100 for the full control effect
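Cytotoxicity counterscreen: CellTiter-Fluor fluorescence was measured in A549 ARE_Fluc cells after 18-24 h of compound exposure in a concentration series. The subsequent BugLite luminescent read reports ARE-luciferase activity.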
Active calls of the source: *; i = inactive; ? = inconclusive; . = no result given; [ ] = dose if it differs, or a comment. Unless noted, calls come from the whole dose curve; as a rule, active = well fitted curve in the direction sought with a large enough effect; inconclusive = small, poorly fitted or top-dose-only effect, or another doubt; inactive = no such curve, though single readings can be large; an effect the other way counts as inactive or inconclusive.

Compound,A549 viability,HepG2 tox,Nrf2 block,CCT chaperon mod,ATXN viability,Mm-Cpn inhibitor,Nrf2 ARE act,TGFb SMAD3 inh,pAkt inh
COC(=O)c1sccc1NC(=O)CC1NCCNC1=O (stereo not drawn),0.0%,7.9%,-4.7%,-0.5,i,-2.1%,0.9%,3.1%,i
Cc1ccc(/C=N/N2CCN(Cc3cccc4ccccc34)CC2)s1,-6.1%,9.0%,8.7%,-3.1,i,-1.2%,-0.7%,-11.3%,i
CCn1c(SCC(=O)Nc2nc(-c3ccccc3)cs2)nnc1-c1ccccc1,-15.5%,-37.4%,?,-1.7,i,-3.2%,4.5%,?,i
Cc1ccc(C(=O)NCC(=O)N2CCN(c3cccc(Cl)c3)CC2)s1,6.3%,-20.3%,-24.7%,0.9,i,-0.4%,-0.1%,-9.6%,i
O=C(NC1CCN(Cc2ccccc2)CC1)c1cc(S(=O)(=O)Nc2ccc(F)cc2)ccc1Cl,-10.1%,-17.0%,?,1.5,i,-0.4%,3.5%,-27.2%,i
CC(/C=C1\SC(=S)N(CCCC(=O)Nc2ccc(C(=O)O)cc2)C1=O)=C\c1ccccc1,-14.6%,-27.0%,2.4%,2.5,?,-1.7%,12.3%,-0.4%,i
Cc1ccccc1C(=O)Nc1ccc(S(=O)(=O)NCC2CCCO2)cc1 (stereo not drawn),.,-4.5%,.,-3.3,?,.,0.1%,-10.1%,i
Cn1nc(C(=O)NC2CCCCC2)c2c1-c1ccccc1SC2,13.7%,-1.7%,?,0.6,i,0.4%,-0.7%,-3.5%,i
CCCCC[C@@H](O)c1cc2ccccc2c(=O)o1,0.1%,-1.4%,7.2%,-0.2,i,-4.1%,5.5%,-3.6%,i
CCOc1ccccc1NC(=O)c1c(NCc2ccc(C)o2)sc2c1CCCCC2,-0.2%,-33.0%,.,.,?,.,?,?,.
CCOC(=O)Cn1nc(C)c(NC(=O)c2ccc(Br)o2)c1C,3.9%,-7.9%,4.9%,-0.2,i,0.2%,-0.5%,1.8%,i
Cc1ccc(S(=O)(=O)N2CCCCC2)cc1C(=O)N1CCN(c2ccccn2)CC1,0.0%,2.4%,2.6%,-2.8,i,-2.3%,-1.8%,-12.5%,i
CCc1nc2c(OCC(=O)C(C)(C)C)cccn2c1N(C)C(=O)COc1ccccc1,.,11.3%,.,0.9,i,.,0.0%,21.8%,i
c1cc(-c2ccc(N3CCOCC3)cc2)n2cnnc2c1,.,-1.5%,.,1.9,i,.,3.1%,6.8%,i
Cc1cc(C)c2c(n1)sc1c(N3CCN(C)CC3)ncnc12,-2.1%,-2.9%,0.8%,1.1,?,1.4%,-0.6%,19.6%,i
COc1ccc(CNc2nc(-c3ccc(Cl)cc3)cc(C(F)(F)F)n2)cc1,?,-20.9%,0.5%[9.27 µM],.,i,.,3.9%,?,.
Cc1cc(=O)[nH]c(SCC(=O)NC(C)C2CC3CCC2C3)c1C#N (stereo not drawn),0.3%,-10.7%,?,0.2,i,-1.4%,1.8%,0.4%,i
C=CCOc1c(Cl)cc(CNc2nccs2)cc1OC,0.2%,-21.9%,2.3%,-5.0,i,0.0%,-0.3%,-7.5%,i
CC(C)(C)Cc1nnc(NS(=O)(=O)Cc2ccccc2)s1,1.3%,1.9%,-2.6%,-0.9,i,-32.5%,0.2%,-3.2%,i
Cc1ccnc(NC(=O)c2cc(S(=O)(=O)N3CCCCC3)ccc2Cl)c1,-0.1%,-4.1%,-10.0%,0.1,i,?,-0.1%,-1.9%,i
COc1ccc(S(=O)(=O)Nc2ccc3c(c2)CC(=O)N([C@@H](C)CO)C[C@@H](C)[C@@H](CN(C)Cc2ccccc2)O3)cc1,?,-19.4%,?,-0.8,i,-0.8%,4.9%,?,i
COc1ccccc1C(C(=O)NCc1ccccc1)N(C(=O)c1csnn1)C1CC1 (stereo not drawn),-3.0%,20.2%,14.3%,-0.1,i,2.4%,0.1%,17.0%,i
O=C(NCC(=O)N(CC1CCCO1)C(C(=O)NC1CCCCC1)c1ccccc1)c1cccs1 (stereo not drawn),-17.1%,16.1%,-11.3%,-2.8,i,0.6%,0.0%,-10.2%,i
CC(=O)c1ccc(-n2nncc2C(C)(C)C)cc1,8.8%,-57.1%,11.9%,2.0,i,0.0%,-0.3%,37.9%,i
Cc1cccc(C)c1NC(=O)COC(=O)c1cc(=O)[nH]c2ccccc12,0.0%,2.8%,?,-2.5,i,-3.9%,0.4%,8.0%,i
COc1ccccc1C1c2ccc3ccccc3c2Oc2ncn(CCCO)c(=N)c21 (stereo not drawn),-16.1%,-32.3%,4.7%,0.4,20µM*,2.3%,5.4%,0.0%,i
CC1(CO)COC2(OC1)C(=O)Nc1ccccc12 (stereo not drawn),-4.4%,18.5%,-0.3%,-3.5,i,-2.5%,0.0%,-10.6%,i
Cc1ccc(C(=O)c2coc3ccc(O)cc23)cc1,10.7%,-20.6%,26.5%,0.4,i,-2.5%,5.2%,?,i
COc1ccc(-c2nn3c(=O)cc(CN4CCN(C(=O)Nc5ccc(C)c(Cl)c5)CC4)nc3s2)cc1,-0.5%,-2.0%,.,.,i,.,-0.2%,-0.8%,.
Cc1ccc(C)c(NC(=O)CN2C(=O)CC(C)S(=O)(=O)c3ccccc32)c1 (stereo not drawn),-0.2%,-13.1%,-8.1%,-3.4,i,1.8%,0.0%,-9.0%,i
CCN(CC)c1ccc(NC(=O)CCCN2C(=O)C(c3ccccc3)Oc3cccnc32)c(C)c1 (stereo not drawn),1.2%,-18.7%,-25.6%,.,i,.,0.2%,3.8%,.
CCOc1ccccc1-n1c(SC(C)C(=O)NCC2CCCO2)nc2ccccc2c1=O (stereo not drawn),-16.9%,-4.1%,-29.9%,2.4,?,-0.8%,0.1%,3.9%,i
O=C(NCc1ccc(OC(F)(F)F)cc1)C1CC2Cn3c(nc4ccccc43)C2N1c1ccccc1 (stereo not drawn),3.5%,1.2%,5.7%,-2.1,i,-1.4%,-0.3%,-15.4%,i
CCOc1ccc(CCN2C(=S)N([C@@H](Cc3ccc(O)cc3)CN3CCCC3CN3C(=S)NC[C@@H]3Cc3ccc(O)cc3)C[C@@H]2CC(C)C)cc1 (stereo partly drawn),-11.4%,0.0%,16.4µM*,0.9,i,.,-0.9%,?,i
Cc1ccc(NC(=O)CSc2nc3ccc(NC(=O)c4ccco4)cc3s2)c(C)c1,-3.8%,-22.6%,?,.,?,.,7.2%,?,.
Cc1cc(-c2nnc(CCC(=O)NCc3cccc(C(F)(F)F)c3)o2)no1,2.0%,-5.2%,14.6%,-2.8,i,-1.5%,-0.2%,-1.1%,i
CC1(C)CC(=O)c2cnc(NC(=O)Cc3ccc(Cl)cc3)nc2C1,-8.3%,-1.6%,12.5%,-1.4,i,-0.8%,-0.2%,18.3%,i
CC1(c2ccccc2)NC(=O)N(CC(=O)Nc2cccc(/C=C/c3ccccn3)c2)C1=O (stereo not drawn),0.5%,-7.7%,16.4%,-0.2,i,3.8%,1.6%,-16.8%,i
OCCC1CN(Cc2cccn2-c2cccnc2)CCN1C1CCCC1 (stereo not drawn),0.9%,-4.1%,0.1%,-0.4,i,2.3%,-0.5%,2.7%,i
O=C(COC(=O)CCSc1ccc(Cl)cc1)NCc1ccc(Cl)cc1,-1.1%,-0.5%,-1.3%,0.0,i,0.2%,-0.4%,-0.3%,i
COc1ccc(NC(=O)CN(C)C(=O)CN2C(=O)C3CCCCC3C2=O)cc1 (stereo not drawn),-5.8%,-18.8%,2.4%,-0.2,i,0.4%,-0.5%,-6.7%,i
CCOc1ccccc1NC(=O)COc1ccc(S(=O)(=O)N2CCCC2)cc1,12.5%,-17.5%,8.3%,2.0,i,-2.0%,0.4%,-1.3%,i
CCCCN1CC(O)=C(c2nc(-c3ccc(Cl)cc3)cs2)C1=N,1.2%,8.8%,-6.3%,-2.0,?,-0.2%,0.0%,-15.8%,i
CC(=O)c1sc(NC(=O)CCCc2nc3ccccc3c(=O)[nH]2)nc1-c1ccccc1,1.6%,11.2µM*,?,1.6,i,-1.7%,-0.2%,20µM*,i
O=C1CNC(=S)N1c1nc(-c2ccccc2)cs1,3.1%,8.5%,-0.7%,-4.1,i,-11.2%,-0.7%,-19.5%,i
CCCOC(=O)c1c(NC(=O)C(C)Sc2nc(-c3ccccc3)cc(C(F)(F)F)n2)sc(C(=O)N(C)C)c1C (stereo not drawn),-21.7%,-15.9%,20.6µM*,.,i,.,3.4%,?,.
CS(=O)(=O)N(CC(=O)Nc1ccc(C(N)=O)cc1)C1CCCCC1,1.2%,7.1%,12.6%,-3.5,i,2.3%,-0.4%,-2.4%,i
COc1ccc(Cc2nc3ccccc3c(=O)n2N)cc1OC,3.3%,-3.0%,2.1%,-0.2,i,.,-0.5%,-1.4%,i
CCOC(=O)N1CCC(Nc2nc3ccccc3n3cnnc23)CC1,-1.7%,67.5%,4.5%,-2.5,i,.,-0.6%,23.9%,i
